tim10-1 inh = growth inhibitors of tim10-1 mutant yeast; S. cerevisiae tim10-1 ts strain growth, BacTiter-Glo, 24 h; inhibition, % at 20 µM; actives 2.2% (n = 330,000);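 active = inhibition of at least 40%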;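 note: mutant grown at 25 °C; 0% = DMSO wells with yeast and 100% = wells holding no yeast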
697 NFkB inh = inhibitors of the PMA/ionomycin-induced NF-kB reporter in 697 B cells. 697 B-cell NF-kB luciferase reporter, 16 h. inhibition, % at 4 µM. actives 0.33% (n = 330,000); in the data active = inhibition above about 35%
TIM10 inh = growth inhibitors of TIM10 yeast strain; actives 1.4% (n = 330,000); S. cerevisiae TIM10 strain growth, BacTiter-Glo luminescence, 24 h; inhibition, % at 10 µM;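 active = inhibition of 40% or more at the single tested concentration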;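 note: wild-type TIM10 isogenic control strain grown at permissive 25 °C; 0% = DMSO yeast wells and 100% = minimal medium wells without yeast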
tim23-1 inh = tim23-1 yeast growth inhibition | AID 463212 | S. cerevisiae tim23-1 growth, BacTiter-Glo luminescence, 24 h | inhibition, % at 20 µM | actives 1.3% (n = 330,000);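 active = growth inhibition of the mutant yeast at or above 50%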;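 note: temperature-sensitive mutant grown at 25 °C; plate controls were DMSO-treated mutant yeast for no effect and medium wells lacking yeast for full effect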
UPR CHOP act = apoptotic UPR (CHOP) activation. actives 0.34% (n = 330,000). activation, % at 10 µM. CHO-CHOP luciferase reporter, luminescence; percent of tunicamycin response over DMSO baseline;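 active = at 10 µM dose, activation of 40% or more, normalized to positive control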;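 note: 100% = tunicamycin at 10 µg/mL and 0% = DMSO alone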
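Assay system: CHO-CHOP cells, stable luciferase reporter of PERK-eIF2a-CHOP signalling / Buffer or medium: F12 plus 10% serum / Compound dosing: one dose, 10 µM in 0.5% DMSO / Times: 6 h compound treatment, 37 °C / Technique: luciferase luminescence / Read-out: % reporter activation, DMSO baseline versus tunicamycin full activation / Benchmarks: tunicamycin and DMSO controls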
Jurkat NFkB inh = inhibitors of the PMA/ionomycin-induced NF-kB reporter in Jurkat cells; PMA/ionomycin-induced NF-kB luciferase reporter, luminescence; inhibition, % at 4 µM; actives 0.53% (n = 330,000); in the data active = inhibition above about 50%
Mdm2 MdmX PPI = inhibitors of human Mdm2/MdmX interaction; O15151+Q00987; SaOS-2 split-luciferase Mdm2/MdmX complementation, luminescence; inhibition, % at 8 µM; actives 3% (n = 330,000); AID 485346;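 active = inhibition of at least 50% at 8 µM in the primary screen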
Target sequence (O15151 whole entry, looked up): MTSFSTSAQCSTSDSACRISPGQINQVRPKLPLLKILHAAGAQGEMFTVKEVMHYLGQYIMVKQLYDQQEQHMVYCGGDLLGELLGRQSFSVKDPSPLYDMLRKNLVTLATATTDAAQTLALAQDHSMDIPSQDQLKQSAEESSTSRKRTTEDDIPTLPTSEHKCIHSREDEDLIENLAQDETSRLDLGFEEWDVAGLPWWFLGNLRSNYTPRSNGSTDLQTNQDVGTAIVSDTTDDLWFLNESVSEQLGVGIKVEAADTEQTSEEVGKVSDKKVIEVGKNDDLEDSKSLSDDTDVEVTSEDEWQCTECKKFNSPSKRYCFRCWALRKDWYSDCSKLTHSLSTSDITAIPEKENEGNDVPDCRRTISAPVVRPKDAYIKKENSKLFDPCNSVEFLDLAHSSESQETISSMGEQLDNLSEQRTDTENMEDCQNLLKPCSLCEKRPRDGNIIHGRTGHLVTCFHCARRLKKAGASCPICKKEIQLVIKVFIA
Target sequence (Q00987 whole entry, looked up): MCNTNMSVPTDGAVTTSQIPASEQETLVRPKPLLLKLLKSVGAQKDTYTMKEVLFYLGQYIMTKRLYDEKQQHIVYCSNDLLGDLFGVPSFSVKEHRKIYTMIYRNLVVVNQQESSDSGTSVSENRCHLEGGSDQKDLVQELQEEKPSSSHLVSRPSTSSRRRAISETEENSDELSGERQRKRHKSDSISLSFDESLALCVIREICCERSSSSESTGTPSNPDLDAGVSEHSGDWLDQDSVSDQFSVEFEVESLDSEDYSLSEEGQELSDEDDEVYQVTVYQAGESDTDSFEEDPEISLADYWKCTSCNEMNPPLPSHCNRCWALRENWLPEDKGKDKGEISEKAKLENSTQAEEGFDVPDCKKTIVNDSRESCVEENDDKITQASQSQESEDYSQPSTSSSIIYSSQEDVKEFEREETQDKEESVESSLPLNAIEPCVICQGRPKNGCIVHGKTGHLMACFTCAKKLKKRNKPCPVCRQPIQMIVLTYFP
UPR XBP1 act = activators of adaptive arm of unfolded protein response (XBP1); CHO-XBP1 luciferase reporter, IRE1-XBP1 UPR activation, luminescence; percent of tunicamycin response, DMSO as zero; activation, % at 20 µM; actives 0.33% (n = 330,000); AID 463104;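 active = versus positive control, 20 µM dose yields 30% or more activation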;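 note: 100% = tunicamycin at 10 µg/mL and 0% = DMSO only wells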
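Assay system: CHO-XBP1 luciferase reporter cells; Schedule: 6 h treatment, 37 °C; Detection: glow luminescence from Steady-Glo reagent; Benchmarks: high control tunicamycin 10 µg/mL final, low control DMSO vehicle only.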
Active calls of the source: *; . = no result given.

The opening seven entries as a preview:
SMILES	tim10-1 inh	697 NFkB inh	TIM10 inh	tim23-1 inh	UPR CHOP act	Jurkat NFkB inh	Mdm2 MdmX PPI	UPR XBP1 act
Cc1ccc(SCc2cc(=O)c3c(=O)n(-c4ccccc4)[nH]c3[nH]2)cc1	9	13	18	11	-0.8	-2	6	-4
C=CCn1c(CNC(=O)c2ccccc2F)nnc1SCC(=O)NC(C)c1ccccc1 (stereo not drawn)	6	26	9	7	-0.7	6	23	3
CCCCOC(=O)CCc1c(C)[nH]c(=O)c(C#N)c1C	-4	-8	-8	-15	0.7	-1	-4	-1
COc1ccc(C2CC(C(C)(C)C)=NN2c2ccc(S(N)(=O)=O)cc2)cc1 (stereo not drawn)	22	-10	-5	40	3.2	.	18	2
COc1ccc(C)cc1NC(=O)NNC(=O)c1cc2ccccc2cc1O	24	-4	15	14	-0.5	-10	37	-3
Cc1ccc(-n2nnnc2SCC(=O)NC2CCCc3ccccc32)cc1 (stereo not drawn)	22	-1	15	33	3.3	-1	15	-2
COc1ccc(/C=N/c2nc3ccccc3n2C)cc1OC	-6	-24	5	4	3.3	-9	8	0

All compounds of this part, repeating the preview:
SMILES	tim10-1 inh	697 NFkB inh	TIM10 inh	tim23-1 inh	UPR CHOP act	Jurkat NFkB inh	Mdm2 MdmX PPI	UPR XBP1 act
Cc1ccc(SCc2cc(=O)c3c(=O)n(-c4ccccc4)[nH]c3[nH]2)cc1	9	13	18	11	-0.8	-2	6	-4
C=CCn1c(CNC(=O)c2ccccc2F)nnc1SCC(=O)NC(C)c1ccccc1 (stereo not drawn)	6	26	9	7	-0.7	6	23	3
CCCCOC(=O)CCc1c(C)[nH]c(=O)c(C#N)c1C	-4	-8	-8	-15	0.7	-1	-4	-1
COc1ccc(C2CC(C(C)(C)C)=NN2c2ccc(S(N)(=O)=O)cc2)cc1 (stereo not drawn)	22	-10	-5	40	3.2	.	18	2
COc1ccc(C)cc1NC(=O)NNC(=O)c1cc2ccccc2cc1O	24	-4	15	14	-0.5	-10	37	-3
Cc1ccc(-n2nnnc2SCC(=O)NC2CCCc3ccccc32)cc1 (stereo not drawn)	22	-1	15	33	3.3	-1	15	-2
COc1ccc(/C=N/c2nc3ccccc3n2C)cc1OC	-6	-24	5	4	3.3	-9	8	0
CC(NC(=O)c1cc2cc(Cl)ccc2oc1=N)c1ccccc1 (stereo not drawn)	21	-27	16	49	8.9	-2	47	-4
O=[N+]([O-])c1ccc(N2CCN(CCO)CC2)cc1Sc1ccccn1	15	6	10	10	-2.7	-3	-6	2
CCOc1ccc(NC(=O)NCC2CCN(c3ccc(OC)cc3)C2)cc1 (stereo not drawn)	-5	-13	-4	-2	-0.2	-6	-17	-3
CC1(C)CC2CC(C)(CN2C(=O)Cc2ccccc2)C1 (stereo not drawn)	27	19	27	39	1.7	-9	3	-1
O=C(NCCOC(=O)c1ccc(S(=O)(=O)N2CCOCC2)cc1)c1cccnc1	6	24	11	-3	0.1	-4	4	0
CCN(CC)c1ccc(/C=N/NC(=O)CNC(=O)c2ccccn2)cc1	27	-9	11	13	1.5	-13	-31	3
Cc1cc(-c2c(C)[nH]n(-c3ccc(Cl)cc3)c2=O)n(-c2ccc(Cl)cc2)n1	13	1	14	19	4.5	-1	-1	-1
CCS(=O)(=O)N1CCC(C(=O)NCc2ccc(F)cc2)CC1	0	-1	8	13	3.3	13	9	-6
O=C(CCS(=O)(=O)c1ccc(Cl)cc1)Oc1ccc2c(c1)OCO2	13	1	-1	25	0.2	-15	12	-3
O=C(CN1CCN(Cc2ccc(F)cc2)C1=O)NCc1cccs1	11	-23	-13	-7	-0.3	-16	3	-1
Cc1cnn(-c2cc(N/N=C/c3ccc(F)cc3)ncn2)c1	5	-18	-11	-7	3.2	-27	52*	6
O=C(Nc1ccc(Cl)cc1)Nc1ccccn1	15	-23	14	10	8.7	5	-74	3
Cc1cc2nc(-c3ccc(SCc4ccccn4)nc3)[nH]c2cc1C	-25	-122	27	-3	5.6	-73	27	-1
CC(=O)c1ccc(N2CCN(C(=S)Nc3ccccc3)CC2)cc1	10	25	2	13	0.7	-3	21	-2
Cc1cc(C(=O)COc2cccnc2[N+](=O)[O-])c(C)n1Cc1cccs1	10	13	0	-14	-1.0	5	-9	-5
O=C(O)c1ccc(C=C(c2nc3ccccc3s2)c2nc3ccccc3s2)cc1	59*	0	23	34	0.5	6	18	2
CC(C)NC(=S)NNc1nc2ccccc2s1	29	-8	4	28	0.7	-59	-35	-1
CCN(CC)S(=O)(=O)c1ccc(N2CCN(C)CC2)c(NC(=O)COc2ccc(F)cc2Cl)c1	-1	1	5	0	-0.8	-27	8	3
Additional results follow:
SMILES	tim10-1 inh	697 NFkB inh	TIM10 inh	tim23-1 inh	UPR CHOP act	Jurkat NFkB inh	Mdm2 MdmX PPI	UPR XBP1 act
CC1Cc2ccccc2N1C(=O)Cn1c(=O)oc2cc(S(=O)(=O)NC3CCCC3)ccc21 (stereo not drawn)	5	-7	-4	-4	-2.7	-4	-5	0
CC(C)c1onc(C(=O)Nc2cccc(Cl)c2)c1[N+](=O)[O-]	45*	-16	41*	37	4.1	-4	8	3
COC(=O)C1=CN(c2ccc(F)c(F)c2)C=C(C(=O)OC)C1c1ccc([N+](=O)[O-])cc1	0	-7	6	33	-1.7	-1	22	-5
Cc1ccc2nc(-c3cccc(NC(=O)c4ccco4)c3)[nH]c2c1	-26	-79	2	-21	5.6	-59	-15	0
COc1ccc(-n2ncc3c(NCC(C)C)ncnc32)cc1	-4	-327	-7	20	3.0	-185	-77	-3
CCCCC(=O)Nc1nn(CC)c2nc3c(C)cccc3cc12	6	4	12	9	0.2	10	-7	-4
O=C1C2CCCN2C(=O)N1CCCCN1CCN(c2cccc(C(F)(F)F)c2)CC1 (stereo not drawn)	-16	9	-15	-21	1.2	11	16	-1
COc1ccc(C2C(C#N)=C(N)SC(N)=C2C#N)cc1OC	15	-46	-6	12	1.0	-16	3	-1
CC(C)CCNC(=O)C(c1ccncc1)N(CC1CCCO1)C(=O)Cn1nnc(-c2ccc(F)cc2)n1 (stereo not drawn)	14	-11	-21	2	0.2	-5	12	-2
S=C(NCC1CCCO1)N1CCN(c2ccc(Cl)c(Cl)c2)CC1 (stereo not drawn)	-7	-12	16	34	-0.1	14	2	1
COc1cc(/C=N/NC(=O)c2ccc(-n3cccc3)cc2)ccc1O	-20	43*	-17	10	2.5	26	-22	0
COc1cccc(C2=NN(C(C)=O)C(c3cccs3)C2)c1 (stereo not drawn)	7	-24	-4	7	4.7	-28	11	4
Cc1ccc(S(=O)(=O)Nc2cc(-c3ccc(Cl)cc3)nn2C)cc1	-6	-19	17	11	2.4	-9	19	-4
O=[N+]([O-])c1cc(-c2ccc(/C=N/n3cnnc3)o2)ccc1Cl	11	8	6	15	-2.8	5	20	-2
CCCCCC(=O)N1CC2(CC(c3cccc(NC(=O)CC)c3)=NO2)C[C@H]1C(N)=O (stereo partly drawn)	-3	15	-12	4	-0.3	-5	-19	1
O=C(Nc1nccs1)c1cc(Cl)ccc1[N+](=O)[O-]	3	-4	8	7	-0.9	-3	-11	-1
O=[n+]1cc(-c2ccccc2)n([O-])c2c1CCC2	0	22	4	10	-0.3	3	9	-2
S=C(NCCCNC(=S)Nc1ccccc1)Nc1ccccc1	10	-2	5	22	4.2	11	-6	0
O=C(/C=C/c1ccc(Br)o1)NC(c1ccccc1)c1ccccc1	27	14	37	38	0.9	9	14	-2
O=c1c2ccccc2[nH]c(=S)n1CCCN1CCC(Cc2ccccc2)CC1	3	-25	2	-4	-0.7	-4	11	-6
O=C1C=C(c2cccc3c2oc2ccccc23)CCC1	30	-18	4	4	-1.4	-13	-4	2
N#Cc1c2n(c(=O)[nH]c1=O)CCCCC2	5	5	2	0	-2.4	-6	23	-4
O=C(Nc1nc(-c2ccccn2)cs1)c1ccc(Br)s1	53*	-7	23	56*	60*	27	49	17
COc1ccc(N(CC(=O)NC2CC3CCC2C3)S(=O)(=O)c2ccc(C)cc2)cc1 (stereo not drawn)	28	5	27	35	1.0	9	34	0
Cc1ccc2nc(NC(=O)[C@H](C)N3C(=O)C4CC=CCC4C3=O)sc2c1 (stereo partly drawn)	30	1	14	22	1.9	-19	6	1
(more compounds)
SMILES	tim10-1 inh	697 NFkB inh	TIM10 inh	tim23-1 inh	UPR CHOP act	Jurkat NFkB inh	Mdm2 MdmX PPI	UPR XBP1 act
Cc1ccc(Cn2ccc(O)c(Cc3ccccc3)c2=O)cc1	-13	5	-4	-7	0.2	11	-16	-1
COc1ccc(CCN2C(=O)c3[nH]nc(-c4ccccc4O)c3C2c2cccc(O)c2)cc1OC (stereo not drawn)	14	5	5	16	1.1	-18	24	5
Cc1cc(NC(=O)CCC(=O)N(CC(=O)NC2CCCC2)c2cccc(F)c2)no1	18	4	-16	14	0.4	1	14	5
COc1ccc(-c2csc(N3CCN(c4cc(C)nc5ccccc45)CC3)n2)cc1OC	35	-15	28	32	1.7	30	96*	9
COc1ccc([C@@H]2CC=C(C(=O)O)[C@H](c3ccc(Br)cc3)N2S(=O)(=O)c2ccccc2C)cc1	15	16	6	28	2.6	0	39	0
Cc1cc(C)n(-c2nc3c(c(=O)[nH]c(=O)n3C)n2CC(O)COc2ccc(Cl)cc2Cl)n1 (stereo not drawn)	20	-31	11	0	1.8	51*	46	14
COc1ccc(Cl)cc1NC(=O)CCS(=O)(=O)c1cc2c(cc1C)NC(=O)CO2	10	-2	-9	-5	-0.9	5	19	2
COC(=O)[C@H](C(C)C)n1c(C)c(C(C)=O)c(C(C)=O)c1C	1	-3	-20	7	-5.9	7	-4	3
Cc1cc2cc(CCNC(=O)CCCc3ccccc3)c(=O)[nH]c2cc1C	0	-11	4	11	-1.8	2	12	-2
CCC(=O)Nc1ccc2nc(SCC(=O)N3CCCC3)sc2c1	12	24	12	20	1.4	1	7	-2
O=C(/C=C/c1ccc([N+](=O)[O-])s1)N1CCCCC1	25	-13	28	36	1.2	4	18	-7
N#CCCN(Cc1cccnc1)C(=O)Nc1ccc(Cl)c(Cl)c1	3	10	7	-20	0.0	-12	5	0
CS(=O)(=O)Nc1ccccc1C(=O)OCC(=O)N1CCC(c2ccccc2)=N1	19	4	16	34	-3.0	5	14	0
CC(=O)Oc1ccc2oc(=O)c3c(c2c1)CCCN3C(=O)CN1CCOCC1	1	17	12	16	-0.4	0	-1	-5
O=S(=O)(NC(=NCCc1ccc(Cl)cc1)c1ccccc1Cl)c1cccs1	21	9	3	26	-0.4	2	-5	-3
Cc1cc(C)nc(N/N=C2/CCCC/C2=C\c2ccccc2)n1	17	-44	16	40	1.1	-9	9	6
CCOc1cc(/C=N/NC(=O)c2nn(C)cc2Br)ccc1OCc1ccccc1Cl	20	-9	24	22	1.2	-3	9	0
O=C1/C(=C\c2ccccn2)SC(=S)N1Nc1ncc(C(F)(F)F)cc1Cl	64*	-3	59*	64*	-0.4	3	25	2
c1ccc(-c2csc(N3CCc4ccccc4C3)n2)cc1	29	-41	21	14	1.4	-35	-64	2
Cc1cccc(N2CCN(CCCNC(=O)C3CCCN(c4ncnc5c4nc4n5CCCCC4)C3)CC2C)c1 (stereo not drawn)	-2	-73	-2	-3	2.0	11	45	-2
CNC1=CC(=O)CC(c2ccccc2)C1 (stereo not drawn)	10	-16	-12	2	1.6	-8	-27	0
CSCCC(NC(=O)c1cccc(C)c1)C(=O)OCN1C(=O)c2ccccc2C1=O (stereo not drawn)	-2	4	-11	-7	0.1	-5	-5	-2
CCCCn1c(N)c(N(CCOC)C(=O)c2cc(-c3ccccc3Cl)nc3ccccc23)c(=O)[nH]c1=O	-1	-3	5	3	1.9	-11	17	3
CCn1c(CNC(=O)c2ccco2)nnc1SCC(=O)Nc1ccccc1Cl	0	14	6	7	-0.1	-2	-13	-3

Source: PubChem
